Screening results from PubChem BioAssay.
UBC9 SUMO inh = inhibitors of human SUMOylation (UBC9) | inhibition, % at 35 µM | 290,000 compounds, 0.36% hits | HTRF SUMOylation assay, SAE1/SAE2 + UBC9, in vitro; in the data active means inhibition above about 50%, passing the limit was not always enough; further: strong numbers were not always called active
Target sequence (P63279 whole entry, looked up): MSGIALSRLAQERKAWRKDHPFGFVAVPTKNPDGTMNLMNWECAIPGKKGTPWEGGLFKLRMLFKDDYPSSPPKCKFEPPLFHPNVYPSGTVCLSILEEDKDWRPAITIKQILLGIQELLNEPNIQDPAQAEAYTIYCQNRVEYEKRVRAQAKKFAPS
PfM18AAP inh = blocks P. falciparum M18 aspartyl aminopeptidase; recombinant PfM18AAP, H-Glu-NHMec fluorogenic cleavage; inhibition, % at 7.35 µM; 290,000 compounds, 1.2% hits;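 active means inhibition above the campaign mean inhibition over all tested compounds plus 3 SD, cut at about 28% in these data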;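 further: 0% = plate median of test compound wells and 100% = 2 mM ZnCl2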
VIM-2 inhibitor = inhibitors of Pseudomonas aeruginosa VIM-2 metallo-beta-lactamase | purified VIM-2, nitrocefin hydrolysis, epi-absorbance fluorescence | inhibition, % at 5.6 µM | 290,000 compounds, 0.89% hits;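 active means inhibition above the mean of all tested compounds plus 3 SD, cutoff set per screening run, cut at about 7.5% in these data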;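 further: red hydrolysis product quenches plate fluorescence so inhibitors raise well fluorescence; 0% = enzyme with DMSO and 100% = DMSO without enzyme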
NALP1 inh = inhibitors of NALP1 inflammasome in yeast; S. cerevisiae NALP1/ASC/caspase-1 growth, X-gal OD620, 72 h; inhibition, % at 10 µM; 280,000 compounds, 0.61% hits; AID 2071; in the data active means inhibition mostly above about 24%, no sharp cut-off; inactive means mostly below about 32%; further: some compounds called inactive have numbers as strong as hits
MEKK2 WT-MEK5 = raises or lowers MEK5 binding to wildtype human MEKK2 PB1 domain | bead flow cytometry, Alexa488-MEK5 binding to MEKK2 WT; actives lie on both sides | binding response (% of control), % at 10 µM | 290,000 compounds, 1.1% hits | AID 1531; in the data active means binding response below about 67% or above about 130%
MEKK2mut PB1 HTS = signal of MEK5 binding to mutant human MEKK2 PB1 domain; bead flow cytometry, Alexa488-MEK5 binding to MEKK2 mutant; percent response, % at 10 µM; 290,000 compounds, 0.35% hits; in the data active means percent response above about 24%, passing the limit was not always enough; further: inactives centre near 1; some results filed as inactive read as strong as hits
IMP-1 inh = blocks Pseudomonas aeruginosa IMP-1 metallo-beta-lactamase; purified IMP-1, nitrocefin hydrolysis, epi-absorbance fluorescence; inhibition, % at 5.6 µM; 290,000 compounds, 0.45% hits;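 active means inhibition above the mean plus 3 SD of all compounds in the same screening run, cut at about 4.5% in these data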;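 further: 0% = IMP-1 with DMSO and 100% = DMSO wells lacking enzyme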
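System: Purified recombinant IMP-1 metallo-beta-lactamase enzyme | Measured by: Fluorescence quenching readout, ex 480/em 530 nm | Replication: Singlicate | Incubation: 15 min preincubation plus 25 min reaction at 25 °C | Evaluation: Percent inhibition from optical density relative to buffer-blank wells | Benchmarks: DMSO with and without IMP-1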
NS3 helicase inh = blocks Hepatitis C virus NS3 helicase unwinding | NS3 helicase DNA unwinding, Cy5 molecular beacon fluorescence | inhibition, % at 10.9 µM | 290,000 compounds, 0.56% hits;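 active means inhibition above the mean of all tested compounds plus 3 SD, set per campaign, cut at about 35% in these data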;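 further: 0% = DMSO wells and 100% = thioflavine S control wells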
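Material: hepatitis C virus NS3 helicase domain fragment enzyme; measured by: Cy5 fluorescence, 0 and 60 min reads; control set: DMSO and thioflavine S; incubation: 60 min unwinding reaction at 25 °C after ATP addition; read-out basis: % inhibition from 60/0 min fluorescence ratio, DMSO 0%, thioflavine S 100%; repeats: singlicate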
FID counter = counter-screen for HCV NS3 helicase inhibitors: DNA intercalator displacement; DNA fluorescent intercalator displacement, fluorescence; inhibition, % at 7.9 µM; 290,000 compounds, 0.17% hits; AID 1845; in the data active means inhibition above about 37%;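 further: 0% = vehicle and 100% = reference compound; higher means more ethidium bromide displaced from hairpin DNA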
* hit, by the source's call; . = not tested or not shown.

SMILES	UBC9 SUMO inh	PfM18AAP inh	VIM-2 inhibitor	NALP1 inh	MEKK2 WT-MEK5	MEKK2mut PB1 HTS	IMP-1 inh	NS3 helicase inh	FID counter
Cc1ccccc1OCCSCc1nc2ccccc2[nH]1	8.7	5.9	-1.8	18.7	110.0	5.0	-3.3	-10.2	-11.2
COc1ccc(NC(=O)CSc2ccc3nnc(-c4ccccn4)n3n2)c(OC)c1	9.7	2.5	-0.6	-2.3	96.0	0.0	-1.6	19.6	-11.4
NC(=O)COc1cccc2cccnc12	17.6	-7.1	-0.3	1.8	106.0	5.0	1.3	0.3	0.2
COc1cccc(-n2ccnc2SCC(=O)N2CCc3ccccc32)c1	-1.5	5.3	-0.9	.	94.0	-5.0	-2.4	-8.1	-27.3
Cc1cc2oc(=O)cc(CN(C)Cc3ccc(OC(F)F)cc3)c2cc1Cl	-21.0	-5.3	-1.8	-5.2	94.0	-2.0	-4.8	-7.7	-25.4
COc1ccc2c(c1)C(C)=CC(C)(C)N2C(=O)Nc1ccccc1	50.9	34.2*	0.7	12.7	106.0	-9.0	1.7	7.5	-6.6
O=C(Nc1cccc(F)c1)NC1(C(=O)N2CCN3CCCC3C2)CCCCC1 (stereo not drawn)	-3.0	-6.1	-0.3	-52.1	105.0	2.0	-3.6	1.2	4.6
Cc1cnnn1-c1cccc([N+](=O)[O-])c1	2.0	2.9	-2.6	12.7	102.0	6.0	-1.2	-4.1	0.4
CCOc1ccc(-n2nc3c(=O)[nH]nc(C)c3c2C)cc1	10.4	-2.8	-0.7	34.1	102.0	-1.0	-0.3	-8.6	-4.4
CC1CC(C)CN(CCOCCSc2ccc(Cl)cc2)C1 (stereo not drawn)	20.4	-9.4	0.7	25.2	109.0	4.0	-0.1	-14.4	24.2
Cc1ccc(C2CC(C(F)(F)F)n3nc(C(=O)NCCN4CCOCC4)cc3N2)cc1 (stereo not drawn)	4.1	3.7	-3.9	12.1	104.0	3.0	-4.3	-6.0	-2.0
C/C(=N\NC(=O)c1cccc(C)c1)c1cccc(NC(=O)c2ccco2)c1	-1.7	1.9	-2.8	0.4	103.0	1.0	-3.0	-3.2	-5.3
O=C(c1ccc(F)cc1)N1C2CCC1CC(O)(c1ccc(F)cc1)C2 (stereo not drawn)	-5.3	4.7	-0.4	3.6	98.0	2.0	-1.5	0.3	-9.0
CCOCCCNC(=O)CCCOc1ccccc1	-13.7	0.3	-5.8	-7.5	95.0	1.0	-4.0	2.3	-2.6
Cc1ccc(NC(=O)c2ccc(OC(=O)COc3ccc(Cl)cc3C)cc2)cc1	2.4	0.5	-4.6	24.0	96.0	-2.0	-3.5	-1.1	0.3
CCn1c(C)nc2cc(C(=O)NNC(=S)Nc3ccc(C)cc3)ccc21	23.2	39.8*	-4.1	.	89.0	-11.0	-4.4	-0.1	-14.8
CCOc1ccc(-c2nc(CSCC(=O)NCc3ccco3)c(C)o2)cc1	-7.8	-3.8	-2.3	-11.3	104.0	11.0	-1.7	9.8	-29.4
CCC(C)NC(=O)CSc1nc2ccccc2c(=O)n1Cc1ccc(OC)cc1 (stereo not drawn)	-5.7	5.0	-2.0	-8.1	83.0	-7.0	-4.0	1.0	-6.2
O=C(NC1CCCCC1)c1cccc(Cn2cc(Cl)cn2)c1	5.4	-4.0	-0.2	7.6	109.0	2.0	-0.2	-6.0	-16.8
CC(=O)Nc1ccc(Oc2ccc3c(c2)C(=O)NC3=O)cc1	-4.7	-0.9	0.7	2.1	104.0	3.0	-0.7	6.6	-3.2
CCOC(=O)Cc1csc(NC(=O)C2C3C=CC(C3)C2C(=O)O)n1 (stereo not drawn)	4.6	-1.6	-0.6	9.4	109.0	16.0	-0.8	-5.3	-0.6
COc1ccc(N/C=C/C(=O)c2ccc(Oc3ncccn3)cc2)cc1	-14.7	-1.4	0.5	22.2	94.0	-9.0	-1.9	-8.7	-31.8
O=S(=O)(c1ccsc1)N1CC=C(c2ccccc2)CC1	-7.3	-1.5	-0.4	8.8	100.0	-3.0	-2.5	-5.1	-19.8
COC(=O)CC(c1ccccc1F)N1Cc2ccccc2C1=O (stereo not drawn)	8.9	1.6	-0.4	7.0	101.0	6.0	-1.9	24.6	-25.7
CCN(C(=O)CSc1n[nH]c(-c2cccs2)n1)C1CCS(=O)(=O)C1 (stereo not drawn)	7.9	-6.5	-2.7	-7.9	95.0	-5.0	-1.7	-4.7	-5.0
SMILES	UBC9 SUMO inh	PfM18AAP inh	VIM-2 inhibitor	NALP1 inh	MEKK2 WT-MEK5	MEKK2mut PB1 HTS	IMP-1 inh	NS3 helicase inh	FID counter
CCc1c(C)sc2nc3c(C(=O)N4CCOCC4)cc(C(=O)c4ccccc4O)cn3c(=O)c12	-4.2	0.2	0.2	13.3	83.0	-4.0	-1.2	2.7	-2.5
COc1ccc(CCNC(=O)CNCC(c2ccccc2)N(C)C)cc1OC (stereo not drawn)	11.2	6.7	-1.2	10.5	101.0	0.0	-1.1	2.9	0.2
CCN1C(=O)/C(=C2\SC(=S)N(NC(=O)c3ccccc3O)C2=O)c2ccccc21	-3.2	-17.0	-2.0	21.3	94.0	0.0	-5.6	18.7	0.1
CC1(C)Oc2ccc(C(=O)NC3CCCC3)cc2N(CC(=O)N2CCOCC2)C1=O	21.1	-6.8	-5.1	11.8	95.0	-4.0	-0.8	4.4	-9.8
O=[N+]([O-])c1cccc(N(CC(O)CN2CCCCC2)S(=O)(=O)c2ccccc2)c1 (stereo not drawn)	-4.6	1.6	0.3	29.9	96.0	-5.0	-0.1	-6.2	17.5
CC(=O)Oc1ccc(-c2cccc(C(=O)NCCCO)c2)cc1	10.4	-1.6	-2.8	21.5	108.0	2.0	-1.2	-7.3	-4.6
CCOc1ccccc1CN1CCC(n2nccc2NC(=O)C2CCCC2)CC1	-2.4	-8.3	-3.7	5.9	114.0	21.0	-4.7	-21.4	13.2
Cc1ccc(CSc2ncccc2C(=O)O)cc1	8.1	7.0	-0.5	9.6	108.0	2.0	-4.2	-1.5	-3.2
O=C(CSCCc1ccccn1)Nc1cccnc1	2.2	5.5	-2.5	22.6	98.0	3.0	-1.2	-1.9	0.4
COC(=O)CCc1sc(Nc2ccc(Br)cc2)nc1-c1ccc(OC)cc1	2.0	4.7	-1.5	32.8	115.0	6.0	-3.7	-8.1	-2.1
Cc1ccc(C(=O)N/C(=C\c2ccco2)C(=O)N2CC(C)OC(C)C2)cc1C (stereo not drawn)	7.7	6.6	0.1	7.4	96.0	-5.0	-0.7	5.2	-48.5
O=C(OCC(=O)N1CCN(C(=O)c2ccco2)CC1)c1ccc(S(=O)(=O)N2CCCCC2)cc1	2.1	17.2	0.1	4.5	110.0	3.0	-0.8	-9.8	-38.6
CCOc1cc(C)c(Cl)cc1S(=O)(=O)NCc1ccco1	-10.1	0.2	-0.4	3.6	98.0	2.0	-4.2	7.1	-10.2
COCc1cc(C)nc(OCC(=O)N/N=C/c2ccco2)c1C#N	32.5	4.0	-3.7	30.9	98.0	0.0	-3.0	-2.4	-5.1
CCOC(=O)C1=C(SCC(=O)Nc2ccccc2)NC(=O)C(C#N)C12CCCCC2 (stereo not drawn)	-10.9	9.9	-2.5	-18.6	103.0	10.0	-1.8	-5.7	-19.4
Cc1ccc(C(O)(CNCc2ccccc2)c2ccccc2)cc1 (stereo not drawn)	12.8	-11.5	-2.5	27.4	108.0	15.0	-4.0	-47.2	16.1
O=C(Nc1ccccc1N1CCCC1)c1ccc2c(c1)OCO2	6.4	2.5	-0.8	37.9	103.0	6.0	-2.7	1.5	-3.0
C/C(=N\NC(=O)c1ccc2c(c1)OCO2)c1ccc(O)cc1	10.2	-8.5	-1.7	7.5	97.0	-3.0	-3.2	-11.0	-9.1
C/C(=N\OC(=O)c1ccc(OC(C)C)cc1)c1ccc(C)c(C)c1	-8.9	-6.9	-3.4	10.3	103.0	4.0	-5.9	0.8	-5.2
O=S(=O)(c1cc(Cl)ccc1Cl)N1CCNCC1	-2.1	3.5	-0.9	7.3	101.0	-1.0	-0.8	7.5	12.7
COc1ccc(C(=O)Nc2c3c(nn2C(C)(C)C)CS(=O)(=O)C3)cc1OC	14.2	-1.1	-2.9	9.6	97.0	-1.0	-2.0	-6.8	-9.4
CCC(C)c1ccccc1NC(=O)COC(=O)c1ccc(N2CCCC2)c([N+](=O)[O-])c1 (stereo not drawn)	0.4	-5.4	-1.2	7.2	100.0	0.0	-1.7	-11.2	-3.3
CCCCC(=O)Nc1nc2ccc(C(=O)OC)cc2s1	-2.6	-19.7	-0.8	11.2	104.0	-2.0	-1.8	-7.5	-6.0
Cc1nn2cc(-c3ccc(Cl)cc3)cnc2c1Cl	9.2	-0.5	0.4	-21.6	86.0	-14.0	1.0	-6.8	-6.2
COc1ccccc1N(CC(=O)NC1CCCC1)S(=O)(=O)c1ccc(C)cc1	-0.9	-1.2	-0.3	3.2	100.0	-2.0	-0.5	-0.3	-38.4
SMILES	UBC9 SUMO inh	PfM18AAP inh	VIM-2 inhibitor	NALP1 inh	MEKK2 WT-MEK5	MEKK2mut PB1 HTS	IMP-1 inh	NS3 helicase inh	FID counter
COc1ccc(CC(NC(C)=O)C(=O)NC2CCN(S(=O)(=O)c3ccccc3)CC2)c(OC)c1 (stereo not drawn)	11.3	-1.7	-4.2	17.0	103.0	0.0	-3.4	3.4	-33.4
CCC1CCCCN1C(=O)CSc1nnc(-c2c[nH]c3ccccc23)o1 (stereo not drawn)	-19.8	-2.7	-2.8	4.2	97.0	-2.0	-1.3	-4.9	-22.3
CCCn1cc(NC(=O)c2cc(-c3ccccc3)on2)cn1	24.0	8.1	-4.2	6.1	95.0	-2.0	-2.1	0.6	-21.1
C=CCn1c(C)cc(C(=O)Cn2nc(C(=O)O)c3ccccc3c2=O)c1C	3.6	-0.6	-1.8	11.4	79.0	-13.0	-1.9	-6.2	-11.8
Cc1ccc2nc(SCC(=O)Nc3cccc([N+](=O)[O-])c3)[nH]c2c1	-22.7	-0.6	-10.3	-4.8	104.0	5.0	-2.6	-2.4	10.8
COc1ccc(-c2nc3ccccn3c2C=O)cc1	11.5	-5.1	-0.4	22.8	92.0	-2.0	-1.8	-1.8	-5.0
Cc1ccc(NC(=O)CSCC(=O)Nc2ccc(N3CCOCC3)c(Cl)c2)cc1	-15.3	-3.7	1.1	0.8	98.0	3.0	-0.5	-8.3	-19.9
CC(C)(C)NS(=O)(=O)c1ccc(-c2csnn2)s1	14.6	8.6	-1.3	8.3	106.0	3.0	-2.1	-7.2	-1.8
CCCNC(=O)/C(C#N)=C1\N=C(NC(=O)c2cccs2)c2ccccc21	-3.2	-6.3	1.8	13.9	100.0	0.0	-0.3	6.8	-7.0
